# Screening data: PubChem, Broad Institute
# EWS-Fli inh – blocks EWS/Fli oncoprotein-driven transcription; A673 NR0B1-luciferase reporter, viability-normalised; inhibition, % at 12.6 µM; 350,000 compounds, 0.67% hits; AID 651661;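 active = mean inhibition of at least 50% after viability correction, with every replicate also passing that limit; inconclusive = mean reaches 50% but only one of two replicates passes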;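 note: firefly luciferase signal divided by Alamar Blue viability fluorescence both relative to DMSO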
# CFTR F508del cor – correctors of CFTR F508del function in bronchial epithelial cells | CFBE cells, YFP halide quenching; stimulated with forskolin plus potentiator P3; % fluorescence drop versus neutral controls | 350,000 compounds, 0.36% hits | AID 720511 | activity (quench increase), % at 7.58 µM;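 active = mean added fluorescence quench of at least 8% versus neutral control, with both replicates also reaching 8%; inconclusive = only one of the mean or replicate conditions met; inactive = mean below 8% and not both replicates reaching 8%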;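 note: cells transiently co-express mutant CFTR-F508del with the halide-sensitive YFP; corrector assay measuring rescue of mutant channel to the surface after 24 h compound exposure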
# ERp5 block – ERp5 (human) disulfide isomerase inhibition; ERp5 insulin aggregation, absorbance 650 nm, 90 min; 350,000 compounds, 0.05% hits; inhibition, % at 9.99 µM; AID 651711;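 active = mean replicate inhibition above about 25%, with every replicate also reaching it, limit read from the data, passing the limit was not always enough; inconclusive = only one of those two criteria met; inactive = neither criterion met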
# Target sequence (Q15084 whole entry, looked up): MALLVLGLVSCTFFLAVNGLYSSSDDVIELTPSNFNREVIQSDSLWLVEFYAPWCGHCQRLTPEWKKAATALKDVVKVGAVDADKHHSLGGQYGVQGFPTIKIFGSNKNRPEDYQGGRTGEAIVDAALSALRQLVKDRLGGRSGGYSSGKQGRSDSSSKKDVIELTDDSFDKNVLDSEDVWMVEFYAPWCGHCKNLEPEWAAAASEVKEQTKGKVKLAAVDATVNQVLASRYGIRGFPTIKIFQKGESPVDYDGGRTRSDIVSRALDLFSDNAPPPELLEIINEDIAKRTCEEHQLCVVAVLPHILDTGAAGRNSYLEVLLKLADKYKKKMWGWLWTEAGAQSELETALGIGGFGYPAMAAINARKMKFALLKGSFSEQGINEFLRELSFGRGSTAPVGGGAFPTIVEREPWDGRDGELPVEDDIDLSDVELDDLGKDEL
# DENV2 CPE rescue – protects cells from dengue virus 2 cytopathic effect; DENV2-infected cells, cytopathic effect rescue, plate reader; CPE inhibition, % at 9.99 µM; 350,000 compounds, 1.7% hits; AID 651640; in the data active = CPE inhibition above about 20%, passing the limit was not always enough; inconclusive = no clear call, values can overlap the other calls; tested in BHK-21 cells;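 note: 0% = median of neutral control wells and 100% = median of positive control wells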
# Xi reactivation – activators of X-chromosome reactivation in mouse fibroblasts; XiGFP mouse fibroblasts, % GFP-positive cells imaging, 3 d; cells co-treated with 5-aza-dC sensitizer; scaled so ellipticine positive control = 100%; activation, % at 7.58 µM; AID 743238; 360,000 compounds, 0.055% hits;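 active = mean normalized replicate activation at least 10% and every replicate at or above 10%; inconclusive = only one of the two criteria met; inactive = mean below 10% and not all replicates reach 10%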;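 note: 0% = median of on-plate neutral control wells and 100% = ellipticine 6 µM median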
#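 material = 68-5-11 XiGFP fibroblast line | medium = DMEM plus 5-aza-dC sensitizer | schedule = 3 days compound exposure | benchmarks = positive control ellipticine, 6 µM final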
# GSIS activator – primary screen for activators of insulin secretion dependent on glucose, INS-1E cells, GLuc reporter luminescence; AID 743287; INS-1E GLuc reporter insulin secretion, 2-3 h; 370,000 compounds, 0.61% hits; activation, % at 16.6 µM;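 active = lowest replicate activation of at least 40%, so every replicate reaches that level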;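 note: 0% = median of neutral control wells and 100% = median of IBMX positive control wells; some compounds called inactive have numbers as strong as hits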
# ARNT TACC3 PPI – ARNT/TACC3 interaction disruption; Q9Y6A5; inhibition, % at 9.99 µM; AlphaScreen His-ARNT PAS-B/GST-TACC3 binding, luminescence; TACC3 fragment carries E629A point mutation; AID 623870; 390,000 compounds, 0.66% hits;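 active = mean inhibition of replicates at least 50% and at least half of replicates each reaching 50%; inconclusive = half or more replicates reach 50% but mean below 50%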;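 note: 0% = complete ARNT plus TACC3 wells and 100% = ARNT alone without TACC3; many hits fall short of the cut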
# PAX8 reporter – inhibitors of PAX8 transcriptional activity in RMG-I cells; RMG-I TPO-luciferase reporter, SteadyGlo, 24 h; inhibition, % at 12.6 µM; 360,000 compounds, 1.2% hits;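 active = mean replicate inhibition at least 60% with every replicate also reaching 60%; inconclusive = only one of the two criteria is met; inactive = mean below 60% and not all replicates reaching 60%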;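 note: luciferase light reporting Pax8 driven TPO promoter activity; plate controls were median of neutral control wells for no effect and mitoxantrone controls for full effect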
# * marks the source's active call; other numbers are inactive results; u = inconclusive; x = no result given; & = joins results of further samples.
SMILES,EWS-Fli inh,CFTR F508del cor,ERp5 block,DENV2 CPE rescue,Xi reactivation,GSIS activator,ARNT TACC3 PPI,PAX8 reporter
CN1OC[C@@H]2CN(Cc3ccc4c(c3)OCO4)[C@H](c3ccc(-n4ccnc4)cc3)C[C@@H]21,0,-1.9,3,-12,0.1,-13,x,6
O=C(c1n[nH]c2ccccc12)N1CCN(S(=O)(=O)c2ccccc2)CC1,-10,2.0,1,3,0.3,-18,1,-8
CCOc1ccc(N2CC(C(=O)Nc3cccc(S(=O)(=O)NC4=NCCC4)c3)CC2=O)cc1 (stereo not drawn),-9,0.6,-1,x,0.1,29,12,1
COc1ccc(NC(=O)C2Cc3c(-c4ccc5c(c4)OCO5)ccnc3O2)cc1 (stereo not drawn),27,5.7,-1,-2,0.2,-8,x,5
Nc1nnc(CSCc2ccc(Cl)cc2)s1,x,x,x,x,0.2,23,-7,-19
COc1ccc(S(=O)(=O)N2CCC(C(=O)NC3CC3)CC2)cc1C,-1,-4.9,4,0,0.0,-6,-7,-13
O=C(C[C@H]1CC[C@H](NC(=O)Nc2cc(F)ccc2F)[C@@H](CO)O1)NCc1ccc2c(c1)OCO2,5,1.8,3,6,-0.2,4,-11,-12
C[C@H]1CN([C@@H](C)CO)C(=O)c2cc(C#Cc3cccnc3)cnc2O[C@@H]1CN(C)Cc1ccc(F)cc1,-3,1.9,-1,0,0.3,4,2,-8
N#C/C(=C\c1ccc(-c2cccc([N+](=O)[O-])c2)o1)c1nnc(N2CCOCC2)n1-c1ccccc1,10,4.2,-2,-5,0.0,-9,x,7
O=C(C(Br)=Cc1ccccc1)c1ccccc1,58*,4.2,5,8,0.0,-7,x,86*
CC(NCC(=O)Nc1cc(S(=O)(=O)N2CCOCC2)ccc1Cl)c1ccc(Cl)cc1Cl (stereo not drawn),13,0.6,-1,4,0.1,-20,-1,19
CCOc1ccc(NC(=O)CCC(=O)NNC(=O)COc2ccc(C)cc2Br)cc1,x,1.1,4,u,0.0,-3,x,-19
COc1ccc(NC(=O)Nc2ccc3nonc3c2)cc1,-77,-2.2,1,-7,0.0,-1,x,-42
CC(=O)c1cccc(NC(=O)C2C(c3ccccc3)C2(Cl)Cl)c1 (stereo not drawn),9,2.2,0,-3,0.4,-9,-21,-23
Cc1cc(=O)nc2c3ccccc3n(CC(=O)Nc3ccccc3Br)n12,11,2.3,-2,1,0.0,8,1,20
COc1ccc(S(=O)(=O)Nc2ccc3c(c2)C(=O)N([C@H](C)CO)C[C@@H](C)[C@@H](CN(C)C(=O)Cc2ccccc2)OCCCC[C@@H](C)O3)cc1,3,0.7,-2,7,-0.7,-29,5,11
CC(C)CSc1ccc(S(=O)(=O)NCC(=O)O)cc1[N+](=O)[O-],8,0.6,-1,7,0.4,2,-8,5
C[C@@H]1CN([C@H](C)CO)C(=O)Cc2cc(NC(=O)CCCCCC(=O)Nc3ccccc3N)ccc2O[C@H]1CN(C)C,x,0.6,4,-6,0.1,22,-24,-16
C[C@H](CO)N1C[C@H](C)[C@H](CN(C)Cc2ccncc2)Oc2c(NC(=O)C3CCCCC3)cccc2C1=O,-1,-2.4,-4,-3,-0.1,6,-2,-6
COc1ccccc1NC(=O)CN1CCN(CC(=O)Nc2ccc(S(N)(=O)=O)cc2)CC1,2,2.5,1,2,0.0,-1,-6,-12
COc1ccccc1NC(=O)N1CCCCN2[C@@H](CO)[C@@H](c3ccc(-c4cccc(F)c4)cc3)[C@@H]2C1,-2,0.7,-1,-36,0.2,-23,-7,4
CCOC(=O)C1(CCOc2ccccc2)CCN(Cc2cc(OC)ccc2OC)CC1,19,0.4,4,-6,0.0,-31,5,-1
Cc1ccc(/C=C/C(=O)Nc2nn[nH]n2)o1,-5,x,3,-2,0.0,2,61*,-1
COCC(=O)N(C)C[C@@H]1Oc2cc(-c3ccc(OC)cc3)ccc2S(=O)(=O)N([C@H](C)CO)C[C@@H]1C,-18,0.9,-2,3,-1.0,23,-4,x
CCOC(=O)COc1cnc2ccccc2n1,8,x,5,3,0.0,-2,-3,21
COc1ccc(NC(=O)CSC2=NN3CCCC(=O)N=C3S2)c(OC)c1,x,-0.8,x,0,0.6,1,x,-14
CN(C)c1ccc2c(c1)[C@H]1C[C@@H](CC(=O)NCC3CC3)O[C@@H](CO)[C@H]1O2,4,0.5,15,0,0.0,6,14,11
Cc1ccc(S(=O)(=O)NC(=O)Nc2ncc3c(n2)CC(c2ccco2)CC3=O)cc1 (stereo not drawn),8,0.1,2,x,0.3,17,-3,-7
CCCCNC(=O)C1(NC(=O)Nc2ccc(C)cc2)CCCCC1,-18,0.2,4,-5,0.0,-11,x,-6
O=C(CCNC(=O)c1ccccc1Cl)NCC12CC3CC(CC(C3)C1)C2,x,x,x,x,0.2,0,-1,16
CCc1ccc(OCC(=O)N2c3ccccc3CCc3ccccc32)cc1,x,x,x,x,-0.1,-22,6,3
COCOCCn1cc(CN2CCS(=O)(=O)N(Cc3ccc(-c4ccc(OC)nc4)cc3)C(C(C)C)C2=O)nn1 (stereo not drawn),4,0.1,7,u,-0.1,-2,x,-3
Cc1ccc(C(=O)NCCc2cc3ccc(C)c(C)c3[nH]c2=O)cc1[N+](=O)[O-],3,-1.9,0,50*,0.0,-2,-20,39
Cc1ccc(S(=O)(=O)C2(C(=O)N(C)C3CCCCC3)CC2)cc1,14,-1.0,4,-6,x,-17,32,x
C[C@@H]1CN([C@@H](C)CO)C(=O)c2cccc(NC(=O)c3cnccn3)c2O[C@H]1CN(C)C,-5,-2.4,4,4,0.0,-6,2,-13
COc1ccc(CCNC(=O)c2ccc3c(c2)OCO3)cc1,-54,0.1,1,6,-0.1,13,-3,-51
O=C(Nc1ccccc1)N1CCCCN2[C@H](CO)[C@H](c3ccc(Br)cc3)[C@@H]2C1,5,-5.4,-1,28*,0.3,-20,2,-9
O=C(O)CCC(=O)NNc1nc2ccccc2nc1-c1ccccc1,7,1.2,-5,8,0.0,21,3,0
COc1cc(OC)cc(C(=O)NNC(=O)C2CCCC2)c1,-5,0.8,2,6,-0.1,7,3,1
COc1ccc(S(=O)(=O)n2cccc2)cc1,2,-0.3,0,3,0.2,-2,x,-30
C[C@@H]1CN([C@H](C)CO)C(=O)Cc2cc(NC(=O)Nc3ccc(C(F)(F)F)cc3)ccc2O[C@@H]1CN(C)Cc1ccncc1,x,2.6,-4,7,-0.3,-25,-25,21
C[C@H](CO)N1C[C@H](C)[C@H](CN(C)Cc2ccc(F)cc2)Oc2ncc(-c3cccc(F)c3)cc2C1=O,0,0.3,-1,-3,0.0,-18,4,x
O=C(c1cccn(Cc2ccc(C(F)(F)F)cc2)c1=O)N1CCOCC1,-6,-2.7,10,x,0.1,-12,-7,5
O=c1[nH]n(CC2COC3(CCCCC3)O2)c(=O)c2ccccc12 (stereo not drawn),-19,-1.4,-9,3,x,4,-7,x
C[C@@H]1CN([C@H](C)CO)C(=O)c2cc(C3=CCCCC3)cnc2O[C@H]1CN(C)S(=O)(=O)c1cn(C)cn1,2,1.6,9,-3,0.2,5,0,-26
CCN(CC)S(=O)(=O)c1ccc2c(c1)nc(CCC(=O)OCC(=O)Nc1cc(Cl)cc(Cl)c1)n2C,x,x,x,x,0.6,-41,-1,16
C=CCc1cc(OC)ccc1OCCOCCN1CCc2ccccc2C1,-5,1.9,0,5,0.0,-46,3,0
N#C/C(=C\c1ccc(O)c(O)c1)C(=O)Nc1cccc2ncccc12,21,0.2,-2,1,x,3,14,29
C[C@@H]1CCCCO[C@@H](CN(C)C(=O)Cc2ccccc2)[C@@H](C)CN([C@H](C)CO)C(=O)c2cc(NC(=O)c3ccncc3)ccc2O1,-16,-0.2,1,-9,0.3,0,-5,-8
COc1ccccc1NC(=O)N[C@H]1C=C[C@H](CC(=O)N2CCC(Cc3ccccc3)CC2)O[C@H]1CO,-1,2.1,x,-5,-0.1,-13,x,x
# The results go on:
SMILES,EWS-Fli inh,CFTR F508del cor,ERp5 block,DENV2 CPE rescue,Xi reactivation,GSIS activator,ARNT TACC3 PPI,PAX8 reporter
CC(=O)c1c(-c2ccccc2)c2cc(Cl)ccc2n(C)c1=O,16,1.8,-1,-3,0.0,6,-2,12
O=C(Nc1ccc(-c2nnn(CC(=O)N3CCN(C(=O)c4ccco4)CC3)n2)cc1)c1ccc(F)cc1,4,-0.3,4,0,-0.1,-4,-4,-8
COc1ccc(NC(=O)Cn2c(CCC(=O)O)ccc2-c2ccc(C)cc2)cc1,6,-1.7,-7,1,0.0,-20,-6,6
CNC[C@@H]1Oc2ncc(Br)cc2C(=O)N([C@H](C)CO)C[C@@H]1C,-12&-10,1.8&-1.7,x,u,0.5,21,-1,-32
C[C@@H]1CN([C@H](C)CO)S(=O)(=O)c2ccc(C3=CCCCC3)cc2O[C@H]1CN(C)C(=O)C1CCCCC1,7,-2.1,-7,3,-0.8,-9,7,x
CC(C)NC(=O)COC(=O)c1cccc(NS(=O)(=O)/C=C/c2ccccc2)c1,4,x,-5,-13,0.3,-32,2,25
O=C(N/N=C/C=C/c1ccc(Br)cc1)C(O)c1ccccc1 (stereo not drawn),7,x,8,0,0.2,1,x,0
Oc1cc(O)c2c(c1)OC(c1ccc(O)c(O)c1)C(O)C2 (stereo not drawn),-4,1.8,3,0,1.1,2,-2,2
C[C@H](CO)N1C[C@H](C)[C@@H](CN(C)C(=O)NC2CCCCC2)Oc2c(cccc2N(C)C)C1=O,-8,-2.5&5.7,2&10,-2&5,-0.5&0.0,-8&-1,-7,0&-1
CCO[C@@H]1OC(C(=O)NC2CC2)=C[C@H](c2coc3ccccc3c2=O)[C@H]1CCCO,2,-2.2,x,x,0.9,12,x,0

# Single values from the entries so far.
# C[C@H](CO)N1C[C@H](C)[C@@H](CN(C)C(=O)NC2CCCCC2)Oc2c(cccc2N(C)C)C1=O – ARNT TACC3 PPI = -7
# Oc1cc(O)c2c(c1)OC(c1ccc(O)c(O)c1)C(O)C2 (stereo not drawn) – DENV2 CPE rescue = 0

# Next section
SMILES,EWS-Fli inh,CFTR F508del cor,ERp5 block,DENV2 CPE rescue,Xi reactivation,GSIS activator,ARNT TACC3 PPI,PAX8 reporter
Cc1noc(C)c1NC(=O)Nc1cccc2c1O[C@H](CN(C)S(=O)(=O)c1ccc(F)cc1)[C@H](C)CN([C@H](C)CO)C2=O,-7,1.4,7,-6,0.0,11,-2,x
O=C(NCCC1=CCCCC1)c1cc(S(=O)(=O)N2CCOCC2)ccc1F,2,-0.3,6,5,0.1,12,0,-13
Cc1cccc(OCCCC(=O)NCC(=O)Nc2cccc(C)c2C)c1,-1,1.8,1,4,-0.1,-18,-3,13
C[C@H](CO)N1C[C@H](C)[C@H](CN(C)S(=O)(=O)c2cn(C)cn2)OCCCC[C@H](C)Oc2ccc(NC(=O)Cc3ccccc3)cc2C1=O,-11,3.4,x,0,-0.6,-4,-14,-8
O=C(NN=C1CCC(c2ccccc2)CC1)c1cc2c(s1)CCCC2 (stereo not drawn),1,x,3,-10,0.0,-3,-21,32
O=C(C[C@H]1CC[C@H]2[C@@H](COC[C@@H](O)CN2C(=O)c2cnccn2)O1)NCc1ccc(Cl)cc1,-8,0.3,2,-7,0.0,4,-1,-4
CN(CC(=O)Nc1ccccc1C(F)(F)F)C(=O)c1cc([N+](=O)[O-])ccc1N1CCOCC1,-4,0.8,-19,2,0.4,29,1,4
COc1ccc2c3c(n(C)c2c1)[C@H](CO)N(Cc1ccc(Cl)cc1)CC31CN(CC2CC2)C1,0,1.3,x,8,0.1,-15,x,x
